ALOX12 inh: ALOX12 (human) lipoxygenase inhibition; Potency, µM (top dose mostly 108 µM), for inactives: at the top dose activity change, negative = inhibition, usual class: inhibitors; 580,000 compounds, 1.1% hits; purified 12hLO, xylenol orange hydroperoxide absorbance; P18054; note: % is set by controls: 0 for no effect and ±100 for the full control effect
Target sequence (P18054 whole entry, looked up): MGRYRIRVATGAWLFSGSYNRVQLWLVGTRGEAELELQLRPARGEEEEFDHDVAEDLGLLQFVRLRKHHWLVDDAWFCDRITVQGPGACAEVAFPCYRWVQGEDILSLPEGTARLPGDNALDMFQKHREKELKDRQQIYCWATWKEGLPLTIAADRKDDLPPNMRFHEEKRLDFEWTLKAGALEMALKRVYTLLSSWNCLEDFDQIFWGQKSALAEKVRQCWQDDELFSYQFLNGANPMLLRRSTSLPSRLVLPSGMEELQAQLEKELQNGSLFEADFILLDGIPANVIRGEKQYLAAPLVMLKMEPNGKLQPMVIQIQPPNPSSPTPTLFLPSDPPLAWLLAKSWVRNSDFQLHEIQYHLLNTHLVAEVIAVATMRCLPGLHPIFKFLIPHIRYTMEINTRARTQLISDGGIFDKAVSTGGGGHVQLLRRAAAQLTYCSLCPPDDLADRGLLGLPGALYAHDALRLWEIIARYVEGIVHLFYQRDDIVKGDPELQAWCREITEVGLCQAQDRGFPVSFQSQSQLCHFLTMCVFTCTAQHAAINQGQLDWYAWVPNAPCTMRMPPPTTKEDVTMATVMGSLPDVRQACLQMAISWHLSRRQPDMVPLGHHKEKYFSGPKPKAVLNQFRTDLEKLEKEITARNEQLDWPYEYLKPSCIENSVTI
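Purified human 12hLO at 150 nM in 25 mM Hepes, 0.01% Triton X-100, pH 7.0, preincubated 15 min at room temperature with compound. Reaction started with 40 uM arachidonic acid, 30 min at room temperature. Hydroperoxide measured by Fe-xylenol orange, 573/405 nm absorbance ratio.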
ERG-DNA inh: inhibitors of human ERG Ets domain-DNA interaction. Potency, µM (titrated, usually from 76.9 µM), for the others: at the top dose FP activity, negative = inhibition, most hits filed as inhibitors. AID 624246. 370,000 compounds, 0.028% hits. fluorescence polarization, His-ERG Ets domain / labelled DNA; active = well fitted inhibition curve with a large enough effect in the polarisation, with a control signal flat; inconclusive = small, poorly fitted or top-dose-only effect, or effect the other way, or a change in a side signal; inactive = no such curve, though single readings can be large or run the other way; the % refers to the polarisation;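 note: polarization taken with two DNA probes labelled with fluorescein and Texas red; % of control where 0% means no effect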
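His-tagged ERG Ets domain (1 uM in the protein solution; 300mM KCl, 50mM Tris-HCl, 1mM EDTA, 1mM DTT, pH 7.5) received compound, then a probe mix of 5 nM fluorescein-DNA and 100nM Texas-615-DNA. Fluorescence polarization was read for both dyes.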
HP1b binding inh: HP1-beta chromodomain-methylated histone interaction inhibition; P83916; AlphaScreen HP1-beta / biotin-H3K9me3 peptide binding; Potency, µM (highest dose often 114 µM), without a hit: top-dose activity change, negative = inhibition, most hits filed as inhibitors; 390,000 compounds, 0.56% hits; note: nearly all actives have a fitted effect of over 70% in size; inactives centre near 23
Target sequence (P83916 whole entry, looked up): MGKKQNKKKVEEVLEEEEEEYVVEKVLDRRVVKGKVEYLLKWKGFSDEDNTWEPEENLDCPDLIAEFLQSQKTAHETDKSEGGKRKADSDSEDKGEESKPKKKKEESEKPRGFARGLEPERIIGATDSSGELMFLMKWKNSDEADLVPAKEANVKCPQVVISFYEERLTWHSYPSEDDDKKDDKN
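Compound inhibition of the preformed complex between 50 nM HP1-beta and 50 nM biotinylated H3K9me3 peptide was read by AlphaScreen. Buffer was PBS pH 7.4 with 0.01% Tween-20. Incubations ran 30 min at room temperature, with 10 ug/mL donor/acceptor beads.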
JMJD2A Tudor inh: blocks the human JMJD2A Tudor domain; Potency, µM (doses to about 114 µM), for the others: at the top dose activity change, negative = inhibition, hits mostly inhibitors; AID 504339; 390,000 compounds, 4.4% hits; AlphaScreen JMJD2A-Tudor / H3K4me3 peptide binding; note: % is set by controls: 0 for no effect and ±100 for the full control effect; nearly all actives have a fitted effect of over 50% in size
Pin1 inh: inhibitors of human Pin1. 390,000 compounds, 0.009% hits. Pin1 FP peptide displacement, HiFluor488, 10 min. Q13526. Potency, µM (series often up to 115 µM), for the others: at the highest dose activity, negative = inhibition, most hits filed as inhibitors; active = well fitted inhibition curve with a large enough effect in the polarisation, with a control signal flat, not every such curve was filed as active; inconclusive = small, poorly fitted or top-dose-only effect, or effect the other way, or a change in a side signal; inactive = no such curve, though single readings can be large or run the other way; the % refers to the polarisation; note: % is set by controls: 0 for no effect and ±100 for the full control effect
Target sequence (Q13526 whole entry, looked up): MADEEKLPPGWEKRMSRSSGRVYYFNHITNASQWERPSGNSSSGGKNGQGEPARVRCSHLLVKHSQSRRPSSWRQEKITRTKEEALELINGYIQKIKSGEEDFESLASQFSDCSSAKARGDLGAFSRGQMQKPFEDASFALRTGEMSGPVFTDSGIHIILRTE
Tb PGK inh: T. brucei PGK inhibition; P07378; PGK/GAPDH coupled, Kinase-Glo luminescence, 60 min; Potency, µM (doses to about 57.5 µM), without a hit: top-dose activity change, negative = inhibition, most hits filed as inhibitors; 380,000 compounds, 0.043% hits; note: % is set by controls: 0 for no effect and ±100 for the full control effect; nearly all actives have a fitted effect of over 60% in size
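Recombinant glycosomal PGK reaction used 1,3-bisphosphoglycerate generated in-well by GAPDH (100nM final) in 100mM TEA pH 7.6, 5mM MgCl2, 0.01% Tween-20. After 60 minutes at room temperature, ATP was read by Kinase-Glo Plus luminescence end-point.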
RGS4 inh: blocks human RGS4-accelerated GTP hydrolysis; Potency, µM (series often up to 114 µM), for the others: top-dose activity change, negative = inhibition, actives largely listed as inhibitors; Transcreener GDP fluorescence polarization, RGS4-accelerated GTP hydrolysis; 390,000 compounds, 0.039% hits; P49798; note: % is set by controls: 0 for no effect and ±100 for the full control effect; nearly all actives have a fitted effect of over 75% in size; some results filed as inactive show a strong effect at the top dose
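MLSMR compounds (23 nl, pin-transferred) preincubated 10 min at room temperature with a 500nM (2x) first reagent, then RGS4 at 900nM (2x) plus Transcreener GDP mix added; fluorescence polarization (620/688 nm) read before and after 90 min at 30 °C.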
TrxR1 inh: rat TrxR1 inhibition; O89049; recombinant rTrxR1, NADPH fluorescence consumption, selenite substrate; Potency, µM (top dose mostly 114 µM), for the others: at the top dose activity change, negative = inhibition, usual class: inhibitors; 390,000 compounds, 1% hits; AID 588453; note: % is set by controls: 0 for no effect and ±100 for the full control effect; nearly all actives have a fitted effect of over 65% in size
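Rat TrxR1 (90 nM in the dispensed reagent) was pre-reduced with 400 uM NADPH for 5 min at room temperature, then incubated with compound for 15 min. After 400 uM selenite was added, NADPH fluorescence (Ex 340/Em 450 nm) was followed for 8 min.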
GLS inh: inhibitors of human glutaminase (GLS). Potency, µM (titrated, usually from 45.5 µM), for inactives: at the top dose activity change, negative = inhibition, most hits filed as inhibitors. 410,000 compounds, 0.21% hits. GLS enzymatic activity, qHTS titration. O94925. AID 624170; note: % is set by controls: 0 for no effect and ±100 for the full control effect
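Read-out is an Amplex red fluorescence increase coupled through glutamate oxidase and HRP, measured before and after 30 min room-temperature incubation. hKGA is in 45 mM KH2PO4 (pH 8.2) with 0.02% Tween-20; glutamine added as 1mM solution.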
The depositor's hits bear a star; i = inactive; u = inconclusive; x = no result given; & = joins results of further samples; [ ] = remark or other dose. Unless noted, calls come from the whole dose curve; as a rule, active = well fitted curve in the direction sought with a large enough effect; inconclusive = small, poorly fitted or top-dose-only effect, or another doubt; inactive = no such curve, though single readings can be large; an effect the other way counts as inactive or inconclusive. Potency is the fitted concentration of half-maximal effect.

ALOX12 inh | ERG-DNA inh | HP1b binding inh | JMJD2A Tudor inh | Pin1 inh | Tb PGK inh | RGS4 inh | TrxR1 inh | GLS inh | SMILES
-7.1% | -11.1% | 16.2% | -26.8% | 3.7% | -1.2% | 17.7% | 78.2%[activator][57.1 µM] | 2.7% | COc1cc(OC)cc(-c2c(-c3ccc(F)cc3)c3cc(-c4cnc(OC)nc4)ccc3n2C)c1
-26.0% | 3.5% | 12.6% | -17.8% | 0.2% | i | 5.5% | 12.5% | 20.1% | CCC(c1nnc(SCC(=O)NNC(=O)c2ccccc2)n1Cc1ccccc1)N(C)C (configuration not stated)
-8.7% | -1.2% | 13.7% | -7.5% | 0.1% | -5.3% | 7.3% | 8.2% | 5.9% | C=CC[C@@H](CC(=O)NCCO)C(=O)NCCOC(=O)[C@@H](CC=C)Cc1ccc(F)cc1
15.8µM* | 4.9% | 11.9% | -13.4% | -5.9% | -1.0% | 9.9% | 2.5% | 18.4% | CN(C)/C=C/C(=O)c1ccc(Cl)cc1
-25.2% | -4.1% | 38.8%[activator] | -7.0% | -2.7% | 1.5% | -1.5% | -32.2% | -9.6% | O=C(COC(=O)C1CCC(=O)N1)Nc1ccccc1OC(F)F (configuration not stated)
402.5%[activator] | -1.7% | 16.2% | -5.7% | 23.3% | 0.5% | -19.3% | 11.5% | 0.4% | Cc1csc2c(=O)sc(NC(=O)c3ccco3)nc12
-10.5%[57.4 µM] | x | 4.0% | u | 10.0% | x | -1.5% | -21.8%[57.1 µM] | -8.4% | C=CCn1c(COc2cccc(C)c2)nnc1SCC(=O)NC(=O)NCc1ccco1
1.3% | 4.3% | -33.3% | u | 43.8%[activator] | 4.0% | 35.8% | -5.8% | 16.3% | COc1cc2c(cc1OC)C1(Nc3c-2c(-c2ccccc2)nn3-c2ccccc2)C(=O)Nc2ccccc21 (configuration not stated)
17.4% | 8.0% | 15.8% | u | 2.4% | 7.5% | -42.4% | u | 22.1% | COc1ccc(NS(=O)(=O)c2cccc(C(=O)NN=C(C)c3ccco3)c2)cc1
11.4% | 10.3% | 33.8% | -5.5% | u | -8.4% | -20.2% | 9.2% | -10.8% | COc1ccc(NC(=O)c2ccc(OCc3c(C)noc3C)c(OC)c2)cn1
-29.7% | -3.8% | 27.8% | -13.0% | -0.9% | 3.9% | -12.5% | 3.1%[57.1 µM] | 0.1% | Cc1cccc2sc(N3CCN(C(=O)c4ccco4)CC3)nc12
-0.5% | -1.9% | 44.4%[activator] | -4.8% | -0.8% | -2.7% | 5.3% | 5.1% | -7.5% | Cc1csc(NC(=O)CSc2nnc(C)c(=O)n2N)n1
12.2% | -2.3% | 39.4%[activator] | -4.7% | 3.5% | 4.3% | 18.4% | 24.6% | 4.7% | CCCCN(C(C)=O)C1CC(=O)N(c2ccc(OCCC)cc2)C1=O (configuration not stated)
-11.6% | 1.6% | 14.5% | -6.0% | 0.8% | 0.5% | -4.0% | 11.4%[57.1 µM] | 1.6% | CN1CCN(C(=O)CSc2nnc(COc3ccccc3)o2)CC1
-23.0% | 0.6% | -24.5% | -19.1%[11.4 µM] | 2.5% | -5.8% | -4.8%[11.4 µM] | 1.9% | 26.3% | COc1cccc(C(c2nnnn2CCc2ccccc2)N2CCN(c3ccccc3)CC2)c1OC (configuration not stated)
20.9% | -12.8% | 31.9% | u | 4.5% | i | 0.3% | -27.0% | -5.3% | Cc1cc(C)n(CC(=O)N/N=C/c2cc([N+](=O)[O-])ccc2O)n1
-3.1% | -1.6% | 32.7% | -25.7% | 4.9% | i | -16.8% | 18.7%[57.1 µM] | 8.2% | CC(C)CN1C(=O)C(=O)N(CC(=O)Nc2cc(Cl)ccc2Oc2ccccc2)C1=O
18.3% | 0.5% | 29.2% | -9.1% | -4.0% | -5.0% | 13.9% | -7.5%[57.1 µM] | 8.1% | CN(C)S(=O)(=O)c1ccc(Cl)c(C(=O)Nc2nc3ccccc3[nH]2)c1
-28.9% | x | 2.1% | -25.0% | u | -5.9% | 6.5% | -26.6% | 28.5% | CN(C)c1ccc(/C=C/C(=O)c2ccc(O)cc2)cc1
7.9% | -1.1% | 9.5% | -22.3% | -9.0% | 5.4% | 24.9% | 13.8%[57.1 µM] | 4.3% | CC1CCN(C(=O)c2[nH]cnc2C(=O)N[C@@H](C)c2ccccc2)CC1
32.1%[activator] | -0.7% | 29.5% | -7.6%[57.1 µM] | 2.0% | -7.2% | 14.4%[56.9 µM] | -0.4% | -1.2% | Cc1ccccc1NC1=C(Cl)C(=O)OC1OC(C)C (configuration not stated)
-4.5% | x | 34.8% | -2.6% | -0.2% | -0.1% | -1.0% | 14.8% | 0.0% | CCN(CC)C(=O)CN1C(=O)C2(OCC(C)(c3ccccc3)CO2)c2ccccc21 (configuration not stated)
-18.8% | -23.5% | 73.9%[activator] | u | -10.3% | -6.3% | -15.7% | -32.6% | -5.7% | Cc1c(C2Nc3ccccc3C(=O)N2O)cnn1C (configuration not stated)
-7.1% | 3.6% | 30.3% | -4.5% | -17.0% | i | 0.3% | 11.2% | -13.0% | O=C(COc1ccc2c3c(c(=O)oc2c1)CCCC3)NCCCN1CCOCC1

2 compounds from above with just TrxR1 inh, GLS inh and Tb PGK inh:
Molecule | TrxR1 inh | GLS inh | Tb PGK inh
Cc1ccccc1NC1=C(Cl)C(=O)OC1OC(C)C (configuration not stated) | -0.4% | -1.2% | -7.2%
CCN(CC)C(=O)CN1C(=O)C2(OCC(C)(c3ccccc3)CO2)c2ccccc21 (configuration not stated) | 14.8% | 0.0% | -0.1%

(cont.)
ALOX12 inh | ERG-DNA inh | HP1b binding inh | JMJD2A Tudor inh | Pin1 inh | Tb PGK inh | RGS4 inh | TrxR1 inh | GLS inh | SMILES
-28.3% | -4.5% | 39.0%[activator] | 5.5% | u | 8.4% | 1.9% | -8.9% | -7.5% | CC(=O)N1N=C(c2cccs2)CC1c1ccc(Br)cc1 (configuration not stated)
-2.1% | -5.0% | 44.7%[activator] | 1.0% | -0.4% | -6.7% | 12.7% | 17.4% | 2.2% | CSc1ncccc1C(=O)NCC1CCCCC1
-19.7% | 3.5% | 34.1% | -2.1% | -1.5% | 2.6% | 10.8% | -9.9% | 8.4% | CCOc1cc2c(cc1OCC)C(c1ccccc1OC)OC(=O)C2 (configuration not stated)
-17.4% | -3.4% | 3.6% | -14.8% | 5.1% | 4.5% | 10.3% | -20.9% | 23.2% | Cc1ccc(S(=O)(=O)CC(=O)Nc2ncc([N+](=O)[O-])s2)cc1
24.0% | 0.2% | 11.6% | -23.2% | -3.1% | 7.1% | -5.8% | 8.2% | 12.8% | CC(C)C(c1nnnn1Cc1ccc(F)cc1)N1CCN(Cc2ccc3c(c2)OCO3)CC1 (configuration not stated)
-34.2%[57.4 µM] | x | u | u | -2.1% | -8.8% | -4.6% | 94.2%[activator] | 9.1% | N#Cc1nc(-c2cccs2)oc1N1CCN(Cc2ccccc2)CC1
-19.5% | -17.1% | 19.5% | -13.7% | -7.7% | 3.2% | 20.6% | 13.3% | -15.6% | CCC(=O)N1CCc2cc(Br)cc(S(=O)(=O)CCC(=O)NCc3ccc(C)cc3)c21
-8.6% | 2.6% | 0.9% | u | u | -7.6% | -32.5% | 35.5µM* | -6.2% | COc1ccc(S(=O)(=O)N2CN(Cc3ccco3)c3nc4ccccc4nc32)cc1
-29.5%&16.3% | 2.0% | 21.0% | u | 19.4% | -4.1% | -37.9% | 10.9% | 0.8% | COc1cc2ccccc2cc1C(=O)Nc1ccc2oc(=O)ccc2c1
-11.5% | x | 19.5% | -17.9% | u | -6.2% | -10.1% | -3.2% | 0.0% | CCOCCn1c(C)c(C(=O)OCC)c2cc(O)c3ccccc3c21
-6.1% | -5.6% | 4.6% | -13.2% | 2.2% | -8.6% | -14.6% | 26.2% | 26.4% | Cc1ccc(S(=O)(=O)NNC(=O)C2CCN(S(=O)(=O)c3ccc(C)cc3)CC2)cc1
132.0%[activator] | -4.9% | 14.9% | -7.6% | 7.7% | -9.7% | -3.0% | 17.5%[57.1 µM] | 5.3% | CCC(C)(NC(=O)c1ccccn1)C(=O)NC1CCCCC1 (configuration not stated)
-26.9% | 4.1% | 22.8% | -14.5% | 3.6% | 9.1% | 10.1% | 2.1% | 1.1% | CCc1cccc(C)c1NC(=O)c1cn2c3c(ccc(Cl)c3c1=O)OC(C)C2 (configuration not stated)
19.8%[57.4 µM] | 5.4% | 16.6% | -16.0% | 17.1% | -5.5% | 8.7% | 36.1% | -3.2% | C#CCn1c(=NC(=O)c2cccs2)sc2cccc(OCC)c21
-10.5% | -8.0% | 24.0% | -7.2% | 0.7% | -9.4% | -19.9% | 4.7% | -10.2% | CC(NC(=O)Nc1ccc(F)cc1)c1ccc2c(c1)OCO2 (configuration not stated)
44.7µM* | 1.4% | -12.7% | u | u | -2.7% | -23.3% | 18.0%[57.1 µM] | -13.7% | CC(C)(C)NC(=S)N/N=C\c1ccc(-c2ccc([N+](=O)[O-])cc2)o1
-14.0% | -17.8% | 42.9%[activator] | -0.7% | -0.3% | i | 11.2% | 14.9% | -2.7% | O=C(CCN1C(=O)C2C3C=CC(C3)C2C1=O)Oc1ccc2ccccc2c1 (configuration not stated)

Compound activity (PubChem BioAssay)

This is a subset. The share of hits here may be higher or lower than overall.
